TrxR1 substrate – substrates of rat thioredoxin reductase 1; O89049; purified TrxR1 substrate turnover, NADPH consumption readout; Potency, µM (series often up to 114 µM), inactives show top-dose activity change, negative = substrate turnover; 0.01% of 390,000 active; AID 588456; also: potency is read from the fitted curve at half-maximal effect; % is scaled to controls: 0 for no effect and ±100 for the full control effect; nearly all actives have a fitted effect of over 50% in size
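Rat TrxR1, dispensed at 90 nM, was prereduced with 400 uM NADPH (final) for 5 min at ~22 deg C, then incubated with compound 15 min before 400 uM selenite. A first-read NADPH fluorescence drop versus no-compound background flagged substrates.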
TRHR enhancer – allosteric enhancers of human TRH receptor. P34981. TRHR cells, fluo-8 calcium fluorescence, EC20 TRH enhancement. enhancement, % at 2 µM. 0.66% of 360,000 active. AID 493056; in the data active = enhancement above about 30%; also: 0% is about no effect
Target sequence (P34981 whole entry, looked up): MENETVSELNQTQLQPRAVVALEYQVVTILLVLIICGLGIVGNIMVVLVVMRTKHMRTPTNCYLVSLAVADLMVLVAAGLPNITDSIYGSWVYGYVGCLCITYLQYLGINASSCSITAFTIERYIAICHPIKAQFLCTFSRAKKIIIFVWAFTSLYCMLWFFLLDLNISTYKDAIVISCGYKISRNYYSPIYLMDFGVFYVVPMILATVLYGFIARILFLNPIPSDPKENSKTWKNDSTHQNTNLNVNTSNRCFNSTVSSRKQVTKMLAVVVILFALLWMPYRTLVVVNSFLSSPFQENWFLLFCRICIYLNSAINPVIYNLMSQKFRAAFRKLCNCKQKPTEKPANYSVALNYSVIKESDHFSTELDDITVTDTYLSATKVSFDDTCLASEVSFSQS
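TRHR-expressing cells loaded with fluo-8 calcium dye were read kinetically (ex 480/em 530) during compound addition, then stimulated with an EC20 of TRH (10 nM final). Enhancement of the Gq-mediated intracellular calcium response was scored.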
D2 agonist – agonists of human D2 dopamine receptor; P14416; HEK293 T-REx D2 cells, calcium flux agonist mode; activation, % at 2 µM; 0.53% of 340,000 active;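 active = activation over 3 SD above normal in the single-dose calcium agonist read, cut at about 30% in these data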; also: 0% is about no effect
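In this primary screen, compounds producing a positive calcium signal within 180 s of addition to tetracycline-induced, force-coupled HEK293 Trex D2 cells are flagged; cells are dye-loaded with a no-wash calcium kit beforehand.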
PI4K2A inh – blocks human PI4K2A kinase activity; Q9BTU6; purified PI4K2A, ADP-Glo luminescence, 1 h; active compounds read low; activity change, negative = inhibition, % at 76.9 µM; 0.13% of 420,000 active; AID 1346378; in the data active = activity change below about -50%; inconclusive = mostly about -30% to -49%;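 also: -100% = wells without enzyme as full effect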
Target sequence (Q9BTU6 whole entry, looked up): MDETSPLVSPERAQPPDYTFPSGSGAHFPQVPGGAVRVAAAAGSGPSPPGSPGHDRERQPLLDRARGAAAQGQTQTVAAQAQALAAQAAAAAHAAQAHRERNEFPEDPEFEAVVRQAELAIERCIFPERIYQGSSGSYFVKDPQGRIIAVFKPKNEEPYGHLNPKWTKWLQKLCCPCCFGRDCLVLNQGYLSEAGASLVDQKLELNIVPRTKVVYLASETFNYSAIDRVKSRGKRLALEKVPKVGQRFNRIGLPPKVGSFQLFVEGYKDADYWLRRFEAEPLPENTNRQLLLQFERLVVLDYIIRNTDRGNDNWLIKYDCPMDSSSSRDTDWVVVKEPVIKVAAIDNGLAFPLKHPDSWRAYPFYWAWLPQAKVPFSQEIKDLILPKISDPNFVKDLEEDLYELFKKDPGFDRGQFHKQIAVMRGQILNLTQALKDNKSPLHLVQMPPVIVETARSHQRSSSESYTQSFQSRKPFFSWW
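PI4K2A activity was measured by ADP-Glo luminescence: enzyme (4 ug/mL stock) and phosphatidylinositol (1.2 mM stock) in Tris pH 7.5/MgCl2/EGTA/Triton X-100 buffer were reacted with ATP (300 microM stock) for one hour at ambient temperature.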
TRHR agonist – activates the human TRH receptor; P34981; TRHR cells, calcium flux fluo-8, FDSS agonist mode; activation, % at 2 µM; 0.18% of 360,000 active; AID 493084; in the data active = activation above about 30%; also: 0% is about no effect
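TRHR-expressing cells loaded with fluo-8 calcium dye; 23 nL library compound pin-transferred, kinetic FDSS fluorescence (Ex 480/Em 530) recorded about 180 s for agonist-induced calcium release, before a 10 nM TRH EC20 addition for potentiator mode.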
USP1-UAF1 inh – inhibitors of human USP1/UAF1 deubiquitinase | O94782 | recombinant USP1/UAF1, Ub-Rhodamine cleavage fluorescence | Potency, µM (titrated, usually from 57.1 µM), for the others: at the highest dose activity change, negative = inhibition, actives largely listed as inhibitors | 0.23% of 390,000 active; also: potency is read from the fitted curve at half-maximal effect; % is scaled to controls: 0 for no effect and ±100 for the full control effect; nearly all actives have a fitted effect of over 60% in size; inactives centre near -12
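High-throughput fluorogenic screen: 1nM USP1/UAF1 complex, Ub-Rho substrate 150nM final, 50mM HEPES pH 7.8 with 0.5mM EDTA, 0.1 mg/ml BSA, 1mM TCEP and 0.01% Tween-20.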
TrxR1 inh – blocks rat thioredoxin reductase 1 | O89049 | recombinant rTrxR1, NADPH fluorescence consumption, selenite substrate | Potency, µM (highest dose often 114 µM), without a hit: top-dose activity change, negative = inhibition, hits mostly inhibitors | 1% of 390,000 active | AID 588453; also: potency is read from the fitted curve at half-maximal effect; % is scaled to controls: 0 for no effect and ±100 for the full control effect; nearly all actives have a fitted effect of over 65% in size
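Rat TrxR1 (90 nM in the dispensed reagent) was pre-reduced with 400 uM NADPH for 5 min at room temperature, then incubated with compound for 15 min. After 400 uM selenite was added, NADPH fluorescence (Ex 340/Em 450 nm) was followed for 8 min.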
IDH1 R132H inh – inhibitors of human mutant IDH1 R132H; Potency, µM (series often up to 76.6 µM), without a hit: at the top dose activity change, negative = inhibition, most hits filed as inhibitors; AID 602179; IDH1-R132H enzyme, NADPH consumption, diaphorase/resazurin fluorescence; O75874; 0.093% of 390,000 active; also: potency is read from the fitted curve at half-maximal effect; % is scaled to controls: 0 for no effect and ±100 for the full control effect; nearly all actives have a fitted effect of over 65% in size
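IDH1-R132H (0.5 ug/mL dispensed) in pH 7.5 Tris buffer was preincubated 30 min with compound, then given a substrate mix of 0.016 mM NADPH and 2 mM alpha-KG for 80 min at room temperature; remaining NADPH was read by diaphorase/resazurin fluorescence.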
D2 antag – D2 dopamine receptor (human) antagonism | 2% of 340,000 active | P14416 | HEK293 TREx D2 cells, calcium flux, dopamine EC80 | inhibition, % at 10 µM; in the data active = inhibition above about 30%; also: 0% is about no effect
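Read-out: kinetic calcium fluorescence (1 cycle/s) in inducible HEK293 T-REx D2 cells after an EC80 dopamine addition that followed 180 s compound preincubation. Loss of the dopamine response indicates antagonism.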
An asterisk follows results filed as active; ? = inconclusive; . = not tested or not shown; [ ] = another dose, or the depositor's remark. Unless noted, calls follow the shape of the dose curve; as a rule, active = well fitted inhibition curve with a large enough effect; inconclusive = small, poorly fitted or top-dose-only effect; inactive = no such curve, though single readings can be large or run the other way.

SMILES	TrxR1 substrate	TRHR enhancer	D2 agonist	PI4K2A inh	TRHR agonist	USP1-UAF1 inh	TrxR1 inh	IDH1 R132H inh	D2 antag
Cc1cccn2c(=O)c3cc(C(=O)NCc4ccco4)c(=N)n(CCc4ccccc4)c3nc12	69.2%[activator]	-12.5	-0.1	-5.1	-1.3	-19.7%	29.6%	5.0%	-2.6
CCCCNC(=O)/C(C#N)=C/c1ccc(-c2ccc(S(=O)(=O)N3CCOCC3)cc2)o1	-11.5%	20.9	0.0	4.2	-0.5	10.5%	-16.3%	5.7%	-17.4
Cc1n[nH]c(=O)c2c(NC(=O)CSc3nn(-c4ccc(F)cc4)c(=S)s3)oc(C)c12	-10.6%	15.7	-0.8	-4.3	0.2	-4.7%	?	-5.1%	-27.5
COc1cc(CCC(=O)Nc2sccc2C#N)cc(OC)c1OC	-5.3%	8.7	-0.7	-3.5	-2.8	-6.0%	-18.8%	-9.0%	-17.1
NN1C(=O)NC(c2ccccc2)(c2ccccc2)C1=O	1.0%	-1.1	-0.1	-5.0	-0.1	2.6%	30.0%	-3.3%	1.9
CCCNC(=S)Nc1ccccc1	13.0%[57.1 µM]	11.1	-3.6	-3.5	-1.0	-9.5%	-2.6%[2.29 µM]	-4.0%	4.3
CC(CC1C(C#N)=C(N)SC(N)=C1C#N)c1ccccc1 (stereo unspecified)	4.8%	5.9	0.6	16.4	4.8	-16.1%	?	2.0%	0.3
CCN1CCN(S(=O)(=O)c2ccc(Cl)c(C(=O)Nc3ccc(OC(F)F)cc3)c2)CC1	-2.6%	-4.2	0.8	-1.9	-0.5	-20.5%	-10.4%	8.7%	-1.8
C#CCN1C(=O)S/C(=C\c2ccc(-c3ccc(Cl)c(C(=O)O)c3)o2)C1=O	-11.2%	31.6*	.	1.1	1.0	-24.1%	?	12.9%	.
COc1ccc2nc(NC(=O)c3cccs3)sc2c1	-11.3%[11.4 µM]	-1.7	1.1	-13.8	0.7	-6.3%	31.6%[11.4 µM]	4.4%	2.9
CCOC(=O)c1ccc(NC(=O)C2CC(=O)N(c3ccc4c(c3)OCCO4)C2)cc1 (stereo unspecified)	1.1%	1.2	-0.2	12.6	-0.1	-20.2%	8.1%	9.3%	6.1
CCOC(=O)C1=C2NC(=O)c3ccccc3N2C(=O)C1	-0.6%	2.5	0.9	0.9	1.7	2.0%	7.4%[57.1 µM]	-13.7%	-8.7
N#Cc1cc(C(=O)c2ccccc2O)cn(-c2nccs2)c1=O	-6.4%	30.3*	138.3*	-11.3	292.2*	28.2µM*	-11.8%	2.5%	24.0
CC[C@@]12C(=O)N(c3cccc(F)c3)C(=O)N1[C@H](c1cccc(C)c1)[C@@H]1C(=O)N(Cc3ccccc3)C(=O)[C@@H]12	-3.5%	8.1	0.8	-3.0	0.6	?	2.8%	11.5%	-25.8
CC(C)C(=O)OC1=CN(Cc2ccccc2)S(=O)(=O)c2ccccc21	-0.1%	1.0	0.2	-2.4	-0.1	?	23.9%	-7.6%	.
O=[N+]([O-])c1cccc(-c2ccc(/C=N/NC(=S)Nc3cccc(F)c3)o2)c1	4.0%[57.1 µM]	-1.1	0.5	1.0	0.3	1.2%	4.6%[57.1 µM]	-8.8%	9.6
C[C@H](O)[C@@H]1C(=O)N2CCc3ccc(-c4ccccc4)cc3[C@@H]2C[C@@H]1N(C)C(=O)Nc1cc(Cl)cc(Cl)c1	2.5%	.	.	-1.2	.	-25.5%	16.3%	-8.4%	.
CC(=O)Nc1ccc(S(=O)(=O)N2CCN(c3nc4ccccc4n3CC(C)C)CC2)cc1	0.1%	-1.7	0.6	3.2	-0.4	-22.0%	18.9%	0.9%	9.4
COc1ccc(NC(=O)CCc2nc3ccccc3c(=O)[nH]2)cc1S(=O)(=O)N1CCCCC1	0.2%	.	.	8.3	.	-15.8%	14.2%	-5.4%	.
CC(C)(C)C(=O)Nc1sc(-c2ccccc2)cc1C(=O)O	-3.6%	5.4	-1.0	2.0	0.4	-13.7%	-1.0%	-2.6%	-0.9
CNC(=O)NC(=O)C(C)OC(=O)c1cc2c(s1)CCCCC2 (stereo unspecified)	-2.2%	0.2	-0.5	3.9	0.0	1.8%	2.1%[57.1 µM]	8.6%	5.4
COc1ccc(S(N)(=O)=O)cc1C(=O)OCC(=O)N1CC(=O)Nc2ccccc21	-0.9%[57.1 µM]	1.9	.	3.3	0.3	-9.2%	8.6%	-4.4%	.
CC1CCCN(CCCNC(=O)c2ccc3c(c2)N(Cc2cccc(Cl)c2)C(=O)c2ccccc2S3(=O)=O)C1 (stereo unspecified)	-3.7%[57.1 µM]	-2.9	-0.3	-1.5	2.6	-11.8%	13.9%[57.1 µM]	15.2%	.
NC(=O)C1CCCN(C(=O)c2ccc3nc(Cc4cccc(Cl)c4)oc3c2)C1 (stereo unspecified)	1.6%	-9.1	-0.7	-1.7	-0.7	-21.3%	9.3%	-1.5%	24.2
O=C(NCCCn1ccnc1)c1cc2c(ccc3ccccc32)o1	13.2%[57.1 µM]	0.2	-4.5	0.3	-0.4	-21.1%	30.4%[57.1 µM]	6.9%	-6.3

Compound profiles, as listed above.
O=[N+]([O-])c1cccc(-c2ccc(/C=N/NC(=S)Nc3cccc(F)c3)o2)c1 reads TrxR1 substrate: 4.0%[57.1 µM]; TRHR enhancer: -1.1; D2 agonist: 0.5; PI4K2A inh: 1.0; TRHR agonist: 0.3; USP1-UAF1 inh: 1.2%; TrxR1 inh: 4.6%[57.1 µM]; IDH1 R132H inh: -8.8%; D2 antag: 9.6
O=C(NCCCn1ccnc1)c1cc2c(ccc3ccccc32)o1 reads TrxR1 substrate: 13.2%[57.1 µM]; TRHR enhancer: 0.2; D2 agonist: -4.5; PI4K2A inh: 0.3; TRHR agonist: -0.4; USP1-UAF1 inh: -21.1%; TrxR1 inh: 30.4%[57.1 µM]; IDH1 R132H inh: 6.9%; D2 antag: -6.3

Next results.
SMILES	TrxR1 substrate	TRHR enhancer	D2 agonist	PI4K2A inh	TRHR agonist	USP1-UAF1 inh	TrxR1 inh	IDH1 R132H inh	D2 antag
Cc1occc1C(=O)NNC(=O)c1cccc(F)c1	11.9%[57.1 µM]	10.0	3.5	2.7	-0.1	-20.5%	27.5%[57.1 µM]	8.0%	-3.6
Cc1ccc(N2CCN(S(=O)(=O)N(C)C)CC2)cc1Cl	-0.6%	18.0	0.1	-7.8	0.5	3.7%	6.6%	-6.1%	-9.6
O=C(COC(=O)CNC(=O)C1CCCCC1)Nc1ccccc1OC(F)F	-7.3%	.	.	-3.2	.	-11.3%	3.2%	0.5%	.
O=C(NCC(=O)N1CCCC(C(F)(F)F)C1)c1ccccc1Br (stereo unspecified)	-4.2%	12.9	0.2	-0.3	-0.5	2.6%	0.5%	-4.7%	-21.4
CC(=O)c1ccc(NC(=O)CSCC(=O)Nc2ccc3ccccc3c2)cc1	8.0%[57.1 µM]	5.9	1.1	0.4	-0.1	-20.9%	3.6%[57.1 µM]	-1.7%	-0.1
COc1ccc(Cc2nnc(NC(=O)c3ccccc3C)s2)cc1	0.1%	3.1	1.0	1.8	-0.2	-1.3%	8.5%	-1.5%	-12.0
CC(C)COc1ccc(-c2nn(-c3ccccc3)cc2/C=C2/SC(=S)N(CC(=O)O)C2=O)cc1	-18.3%	1.5	0.2	-0.8	0.2	?	-19.9%	-6.5%	5.1
CCCCc1nc2ccccc2c(NC(=O)CN(CC)CC)c1CCC	-1.4%	-4.6	-0.1	4.2	1.2	-21.1%	8.9%	6.1%	-12.2
N#Cc1c(-c2ccccc2)[nH]c(=S)[nH]c1=O	-6.5%	1.7	0.1	-8.9	1.2	-7.0%	-33.5%	-5.6%	1.8
CC(=O)c1ccc(NC(=O)CSc2nc(C3CCCC3)nc3c2c(=O)n(C)c(=O)n3C)cc1	0.2%[57.1 µM]	21.1	0.2	-1.9	-0.1	-6.3%	5.9%[57.1 µM]	-13.1%	.
CC1CCN(C(=O)CNC(=O)c2cccc(OC(F)F)c2)CC1	-4.2%	0.7	-0.5	6.7	-0.3	-12.4%	12.4%	7.9%	8.5
Cc1cc(Cl)c(C)c(S(=O)(=O)N2CCN(C(=O)C3CCCO3)CC2)c1Cl (stereo unspecified)	-2.0%	2.9	0.3	7.2	0.0	-12.0%	2.7%	6.2%	-29.1
COc1ccc2oc(=O)c(C(=O)N3CCN(c4ccc(F)cc4)CC3)cc2c1	19.4%[57.1 µM]	1.5	0.9	6.0	-0.6	-12.8%	19.5%[57.1 µM]	1.0%	6.5
CCC(C(=O)NCCC1=CCCCC1)c1ccccc1 (stereo unspecified)	-11.8%	12.9	0.2	-4.0	-0.5	3.0%	24.3%[0.0914 µM]	5.5%	-1.7
O=C(COc1ccc2c(c1)CCC2)NCc1ccccc1	-14.6%	-2.5	-0.5	1.1	-0.8	-5.4%	-18.6%	3.6%	7.8
COc1ccc(/C=N/NC(=O)C[n+]2ccccc2)c(OC)c1	-6.0%	4.7	0.0	1.1	0.1	-20.1%	4.8%	16.8%	-18.9
COC(=O)c1cc(C(=O)OCC(=O)N2c3ccccc3NC(=O)C2(C)C)cc([N+](=O)[O-])c1	-11.3%	-5.7	-1.7	0.1	-0.2	-15.0%	-7.0%	4.5%	-17.7
CCOc1ccc(S(=O)(=O)N2CCCCC2)c2ccccc12	-5.3%	4.5	0.9	5.9	0.2	-7.6%	5.3%	6.4%	-5.4
CC(C)Oc1ccc(CCc2nnc(SC(C)C(=O)O)n2-c2ccccc2)cc1 (stereo unspecified)	-3.9%	-1.5	0.5	-4.2	0.3	-16.3%	-5.1%	-1.3%	13.5
CC(NC(=O)C1CCC(CNS(=O)(=O)c2ccccc2)CC1)c1ccccc1 (stereo unspecified)	3.8%[57.1 µM]	6.2	-0.9	-5.1	1.2	-13.1%	-1.7%[57.1 µM]	2.2%	-4.1

Structures above marked active in TRHR agonist:
molecule,TrxR1 substrate,TRHR enhancer,PI4K2A inh,TRHR agonist,USP1-UAF1 inh,TrxR1 inh,IDH1 R132H inh,D2 antag
N#Cc1cc(C(=O)c2ccccc2O)cn(-c2nccs2)c1=O,-6.4%,30.3*,-11.3,292.2*,28.2µM*,-11.8%,2.5%,24.0

Screening results (PubChem)
